# Assay outcomes from PubChem.
# HePTP inhibitor = inhibitors of human HePTP phosphatase, primary screen, biochemical, absorbance, leukemia target; recombinant HePTP phosphatase activity, OD absorbance; inhibition, % at 20 µM; 110,000 compounds, 0.64% hits; in the data active = inhibition above about 50%;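 also: plate controls were vehicle for no effect and reference inhibitor for full effect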
# BAP1 block = inhibitors of BAP1 deubiquitinase, primary screen, biochemical, Ub-AMC fluorescence, kinetic; AID 436, 2006; Ubiquitin carboxyl-terminal hydrolase BAP1 (Homo sapiens), Q92560; activity remaining (% of control), % at 20 µM; 72,000 compounds, 0.48% hits; recombinant BAP1, Ub-AMC hydrolysis fluorescence kinetic; stronger effect = lower value;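 active = activity remaining at or below 50% of control, provided the compound also passes the data quality filters; inactive = the rest, including low values that fail the filters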;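 also: 100% = DMSO wells rate and 0% = substrate alone blank rate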
# The depositor's hits bear a star; . = no result given; & = joins results of further samples. The order is random. Share with any hit: about 0.91%.
# The opening seven records (preview)
SMILES,HePTP inhibitor,BAP1 block
COc1cccc(N(CC(=O)NC(C)c2ccccc2)S(C)(=O)=O)c1 (stereo not drawn),1,.
COCNc1nc(OCC#N)nc(N(C)C)n1,7,99
COc1ccc(-c2n[nH]c(=S)n2-c2ccccc2)cc1,4,.
CC(C(=O)OCn1nnc2ccccc2c1=O)N1C(=O)c2ccccc2C1=O (stereo not drawn),10,132
O=C(O)C1C2CCC(C2)C1C(=O)Nc1ccc(Oc2ccc(Cl)cc2)cc1 (stereo not drawn),.,93
COc1ccc(-c2nn(-c3ccccc3)cc2/C=c2\sc3nc(-c4ccc(Cl)cc4)nn3c2=O)cc1,1,.
COc1cc(C(=O)NC(C)C2CC3CCC2C3)cc(OC)c1OC (stereo not drawn),11,.

# This part in full, previewed entries included:
SMILES,HePTP inhibitor,BAP1 block
COc1cccc(N(CC(=O)NC(C)c2ccccc2)S(C)(=O)=O)c1 (stereo not drawn),1,.
COCNc1nc(OCC#N)nc(N(C)C)n1,7,99
COc1ccc(-c2n[nH]c(=S)n2-c2ccccc2)cc1,4,.
CC(C(=O)OCn1nnc2ccccc2c1=O)N1C(=O)c2ccccc2C1=O (stereo not drawn),10,132
O=C(O)C1C2CCC(C2)C1C(=O)Nc1ccc(Oc2ccc(Cl)cc2)cc1 (stereo not drawn),.,93
COc1ccc(-c2nn(-c3ccccc3)cc2/C=c2\sc3nc(-c4ccc(Cl)cc4)nn3c2=O)cc1,1,.
COc1cc(C(=O)NC(C)C2CC3CCC2C3)cc(OC)c1OC (stereo not drawn),11,.
CCC(C)NC(=O)CC(c1ccc(OC)cc1)n1cccc1 (stereo not drawn),6,95
c1ccc(-c2ccc(Oc3nc4ccccc4n4cnnc34)cc2)cc1,-4,.
CCCC(=O)Nc1cc(C)c2c(=O)oc3ccccc3c2n1,-4,79
O=C(Nc1cccc(Br)c1)C1C2CC/C=C\CCC21 (stereo not drawn),8,.
CCN1C(=O)/C(=C\c2cn(Cc3ccc(F)cc3)c3ccccc23)SC1=S,5,.
C=CCOc1ccc(/C=C/C(=O)c2ccc(Cl)cc2)cc1OC,5,.
CCOc1ccc(-c2cc(C(=O)NC3CCCC3)c3ccccc3n2)cc1,-4,.
Cc1nc2c(=O)[nH]c3ccccc3c2o1,-16,.
CC1(C(=O)Nc2cccc3ccccc23)CCCCC1,9,.
CCC(Sc1ccc(C(=O)O)cc1)C(=O)O (stereo not drawn),3,100
CCC(=O)Nc1sc2c(c1C(=O)Nc1ccccc1C)CCC(C)C2 (stereo not drawn),.,66
CCC(CC)C(=O)NCCc1ccc(S(N)(=O)=O)cc1,11,102
Cc1nnc(NC(=O)CSc2nnc(CNC(=O)c3ccccc3)n2-c2ccccc2)s1,3,92

# Laid out differently: entries from further up
SMILES	HePTP inhibitor	BAP1 block
c1ccc(-c2ccc(Oc3nc4ccccc4n4cnnc34)cc2)cc1	-4	.
C=CCOc1ccc(/C=C/C(=O)c2ccc(Cl)cc2)cc1OC	5	.

# (cont.)
SMILES,HePTP inhibitor,BAP1 block
C1=C(c2ccccc2)N2CCN=C2S1,.,81
O=c1oc2ccccc2n1Cn1c(=O)oc2ccccc21,-8,103
CCOC(=O)Cc1nnc2c(NC(C)C)nc3nonc3n12,-13,.
Cc1ccc(C)c(Cn2c(=O)n(CCCC(=O)NCc3ccco3)c(=O)c3ccccc32)c1,-4,93
O=C(c1ccccc1)N1CCN(c2ccc(NCc3ccc4c(c3)OCO4)cc2)CC1,5,86
COc1ccc(/C=C/C(=O)NCc2ccc(Cl)cc2)cc1OC,-21,.
Cc1ccccc1-c1nnc(SCc2ccc(F)cc2)o1,10,108
CCOc1cc(CNCC2CCCO2)cc(Br)c1OCC(N)=O (stereo not drawn),5,107
C=CCc1c(C)nc2cc(-c3cccc(C)c3)[nH]n2c1=O,-9,.
Cc1cc(C)c2[nH]c(=O)c(CN(C(=O)C3CCCO3)C3CCCC3)cc2c1 (stereo not drawn),11,103
O=C1NC(c2ccccc2)C(C(=O)c2cccs2)=C1O (stereo not drawn),4,87
Cc1noc(NS(=O)(=O)c2ccc(NC(=O)CSc3nc4c(cc3C#N)CCCC4)cc2)c1C,2,82
OCCCc1nc2n(n1)C(c1ccccc1)C=C(c1ccccc1)N2 (stereo not drawn),-7,94
Cc1ccc(C(=O)N2CCN(c3ccc([N+](=O)[O-])cc3)CC2)cc1C,-4,.
Cc1nn(C(=O)c2ccc(N3CCOCC3)c([N+](=O)[O-])c2)c(C)c1Sc1ccc([N+](=O)[O-])cc1,.,74
O=C1NC(=O)C(=Cc2ccc(-c3cccc(Br)c3)o2)C(=O)N1,-6,.
c1ccc(CCc2nc(-c3cccnc3)no2)cc1,9&-10,90
Cc1ccc(N2C(=O)CC(NCc3cccc(Cl)c3)C2=O)cc1 (stereo not drawn),7,.
CC(C)(C)N=C1c2nn(Cc3ccccc3)nc2C(=NC(C)(C)C)c2nn(Cc3ccccc3)nc21,3,.
COC(=O)CSCc1nc2ccccc2[nH]c1=O,2,96
COc1ccc(-n2c(=S)[nH]c3c(c2=O)C2(CCCC2)Cc2ccccc2-3)cc1,.,84
COc1ccc(CN=Cc2c(O)n(-c3ccc(OC)cc3)c(=O)[nH]c2=O)cc1,0,.
Cc1nc2ncnn2c(C)c1CCC(=O)N1CCc2ccccc21,-8,99
CCCCSc1nc(CCC)cc(=O)[nH]1,8,95
O=C(C(Cc1ccccc1)n1cccc1)N1CCCCC1 (stereo not drawn),-10,84
COc1ccc(OC)c(/C=N/NC(=O)C(=O)Nc2ccc(OC)cc2OC)c1,4,.
Cc1cccc(NC(=O)N(Cc2nc3ccccc3c(=O)[nH]2)C2CCCC2)c1,10,90
C=C(c1ccc(OCCO)cc1)c1ccc(OCCO)cc1,7,134
O=C(CNC(=O)c1ccc(Cl)cc1Cl)NCC(=O)Nc1ccccc1N1CCOCC1,-12,125
CC1=CCP(=O)(c2ccccc2)C1 (stereo not drawn),-4,130
O=C(/C=C/c1ccccc1)NC(=S)Nc1nc(-c2ccccc2)cs1,-16,.
Cc1ccc(C)c2nc(N3CCCC3)c(C#N)cc12,6,63
CC1(C)CC(=O)C(C=NCCc2ccccn2)=C(O)C1,0,94
CCCCOC(=O)C1C2C=C[C@]3(CN(C(C)c4ccc(OC)cc4)C(=O)[C@H]13)O2 (stereo partly drawn),3,90
CCOC(=O)N1CCN(C(=O)CSCC(=O)N=c2sc3ccccc3n2C)CC1,6,131
CCCN(CCC)C(=O)c1cccc(Cl)c1,0,.
CCOc1ccc(C(=O)Nc2ccc(OC)cc2)cc1[N+](=O)[O-],6,.
O=C(O)CCCCCN1C(=O)C(=O)/C(=C(/O)c2ccc([N+](=O)[O-])cc2)C1c1ccccc1 (stereo not drawn),-4,.
C=CCN1C(=O)C(Cc2ccccc2)S/C1=N/N=C/c1ccccc1 (stereo not drawn),-6,.
COc1ccc(OC)c(S(=O)(=O)N(C)CC(=O)Nc2ccc3c(c2)OCO3)c1,2,77
C[n+]1cccc2cc(O)ccc21,.,66
CCC(C)OC(=O)n1ccc(C(=O)Nc2nccs2)n1 (stereo not drawn),3,101
CC(NC(=O)C(=O)NC(C)C1COc2ccccc2O1)C1COc2ccccc2O1 (stereo not drawn),-12,.
CN(C)CC(C)(C)NS(=O)(=O)c1ccc(Cl)cc1,5,100
Cc1cc(C)c(OCCN2CCOCC2)c(Cl)c1,8,.
CCCCOCCNC(=O)c1ccc(I)cc1,6,.
CCCCCCn1c(SCCCC)nc2c1c(=O)[nH]c(=O)n2C,-2,24*
CCOC(=O)c1c(NC(=O)/C=C\C(=O)O)sc2c1CCC(CC)C2 (stereo not drawn),0,.
CC(=O)NC1=NC(=O)/C(=C\c2ccc(N(C)C)cc2)S1,6,.
COc1ccc(CNC(=O)Cn2nc(C)c([N+](=O)[O-])c2C)cc1,6,.
O=C(Nc1cccc(C(=O)Nc2cccc(Cl)c2)c1)c1ccc(F)cc1,-1,.
O=C(COc1ccc(Cl)cc1)Nc1ccc(Cl)cn1,6,97
CCCN(CCC)C(=O)CSc1nc2n[nH]c(C)c2c(=N)n1-c1ccc(OC)cc1,.,110
O=C(NCCN1CCOCC1)c1cnn2c(C(F)(F)F)cc(-c3ccc(Br)cc3)nc12,-15,.
Cc1noc(C)c1COC(=O)c1ccc2c(c1)OCCO2,8,96
CCOC(=O)c1sc(NC(=O)CSc2ncccn2)c(C#N)c1C,10,66
CC(C)OC(=O)CC(=O)c1sc2nc3c(cc2c1N)CN(C)CC3,-5,115
CCOc1ccc(-n2c(SC)nc3c(c2=O)SCC3)cc1,3,.
CCc1cc(C(=O)OC)c(NC(=O)CC2NCCNC2=O)s1 (stereo not drawn),10,118
CCSc1nnc(NC(=O)CSc2nnc(Cc3cccn3C)n2CCc2ccccc2)s1,2,81

# An excerpt from above in order of number of heavy atoms, ascending:
SMILES,HePTP inhibitor,BAP1 block
CCCCOCCNC(=O)c1ccc(I)cc1,6,.
O=C(COc1ccc(Cl)cc1)Nc1ccc(Cl)cn1,6,97
Cc1noc(C)c1COC(=O)c1ccc2c(c1)OCCO2,8,96
CCOC(=O)c1c(NC(=O)/C=C\C(=O)O)sc2c1CCC(CC)C2 (stereo not drawn),0,.
CC(NC(=O)C(=O)NC(C)C1COc2ccccc2O1)C1COc2ccccc2O1 (stereo not drawn),-12,.

# More compounds follow:
SMILES,HePTP inhibitor,BAP1 block
O=C1c2ccccc2C(=O)c2c1cccc2N1CCN(CCO)CC1,-6,.
C/C(=N\NC(=O)c1cc(C)[nH]n1)c1ccc(Cl)cc1,0,.
Cc1cccc(OCc2nnc(SCC(=O)N3CCc4ccccc43)n2C)c1,9,117
CN(Cc1ccco1)C(=O)C(Cc1ccccc1)NS(=O)(=O)c1ccc2c(c1)CCC(=O)N2 (stereo not drawn),6,95
COc1ccc(/C=C2\SC(=S)N(C(C)C)C2=O)cc1,-1,.
Cc1ccnc(NC(=O)CCC2CCCCC2)c1,4,108
CC12C=CC3(CN(Cc4ccccc4)C(=O)C3C1C(=O)NCc1ccco1)O2 (stereo not drawn),6,97
CC(NS(=O)(=O)c1ccc2c(c1)OCCO2)C(=O)O (stereo not drawn),6,.
COc1ccc(-c2nc(SC)n(C(=O)c3ccco3)n2)cc1,5,126
Cc1ccc(OCC(=O)N/N=C\c2ccc(C)cc2O)cc1,7,.
CCc1ccc(-n2c(C)cc(/C=C(/C#N)C(=O)N3CCOCC3)c2C)cc1,6,.
Cc1csc(NC(=O)CSc2nnc(-c3ccco3)n2C)n1,10,108
CC(=O)Nc1ccc(N2C(=O)CC(N3CC(C)OC(C)C3)C2=O)cc1 (stereo not drawn),5,95
Cc1oc(-c2cccs2)[n+]([O-])c1C,1,91
COc1ccc(C(=O)NCCC(C)C)cc1S(=O)(=O)N1CCOCC1,9,95
CS(=O)(=O)N(CC(=O)N1CCCCCC1)c1ccc2c(c1)OCCO2,-2,77
Cc1ccc(NS(=O)(=O)c2ccc3c(c2)oc(=O)n3C)cc1F,4,96
COC(=O)Cn1nc(-c2ccccc2)c2ccccc21,8,82
COc1ccc(/C(=N/O)C(C)(C)NO)cc1,-5,.
COC1(/C(=C/C(=O)c2ccc(C)cc2)Nc2ccccc2)CCCCC1,12,.
O=C(O)[C@H](Cc1ccccc1)N1Cc2ccccc2C1=O,-4,99
CC(C)c1ccc(O)c(NC(=O)c2cncc(Br)c2)c1,8,98
NC(=O)C1CCN(C(c2ccccc2F)c2nnnn2Cc2ccco2)CC1 (stereo not drawn),6,98
O=C(COc1ccccc1)Nc1ccc(Br)cn1,8,.
O=C(c1ccccc1)c1ccc(Br)c([N+](=O)[O-])c1,.,103
CCN(CC)CCNC(=O)c1ccccc1C(=O)c1ncc[nH]1,5&-14,93
Cc1cc(S(=O)(=O)Nc2ccccc2C(=O)O)ccc1Cl,3,96
CC(=O)Nc1cccc(Nc2nc3ccccc3nc2NS(=O)(=O)c2ccc(Cl)cc2)c1,1,.
CC1=NN(c2ccccc2)C(=O)/C1=C\c1c(O)n(-c2ccc(C)cc2)[nH]c1=O,18,.
N#CCCN(CCc1ccccc1)S(=O)(=O)c1cccc2nsnc12,-12,.
CCCn1nc(C(=O)NCCc2ccc(S(N)(=O)=O)cc2)c2ccccc2c1=O,10,101
COc1ccc(NC(=O)CN2CCN(c3ccc(Cl)cc3)CC2)c(OC)c1,-3,100
COc1ccc(N2CCN(C(=O)CSc3nc4c(c(=O)n(C)c(=O)n4C)n3C(C)C)CC2)cc1,6,102
Cc1cc([N+](=O)[O-])ccc1Nc1ccc2nonc2c1[N+](=O)[O-],.,121
CCOc1ccc2cc(C(=O)c3ccccc3)c(=O)oc2c1,-6,.
N#Cc1c(NC(=O)CN2C(=O)c3cccc4cccc(c34)C2=O)sc2c1CCCC2,-10,.
Cc1ccc2nc(C)ccc2c1,.,126
CCCCCc1c(O)nc(SCC(=O)O)[nH]c1=O,9,.
CCOC(=O)N1CCN(c2ccccc2)CC1,-8,.
CCCC(=O)Nc1ccc(NC(=O)c2cccc(OC)c2)nc1,-3,98
CN1C(=O)c2ccccc2C(C(=O)NCc2ccco2)C1c1c[nH]c2ccccc12 (stereo not drawn),-4,90
C=CCSc1nc2ccccc2n1Cc1nnc(-c2cccs2)o1,9,59
COc1ccc(C(=O)N2CCN=C2c2ccccc2)cc1OC,4&-2,92
Cc1ccc(NC(=O)CCCCCN2C(=O)c3ccccc3C2=O)c(Br)c1,.,87
CC(C)CN1C(=O)/C(=C/C2CC=CCC2)SC1=S (stereo not drawn),8,.
Cc1ccc2oc(=O)c3cnn(CC(=O)N(CCCN4CCOCC4)Cc4ccco4)c3c2c1,-2,87
CN(C)c1ccc(/C=N/NC(=O)c2cc(=O)[nH]c3ccccc23)cc1,6,.
O=C(CC(C(=O)O)N1CCOCC1)Nc1ccc(Cl)cc1 (stereo not drawn),7,78
Cc1ccc(S(=O)(=O)NC(C)C2C3CC4CC(C3)CC2C4)c(C)c1 (stereo not drawn),7,.
Nc1c(C(=O)NC2CCCC2)c2nc3ccccc3nc2n1/N=C/c1cccnc1,4,101
